CYP2C19 inhib – inhibitors of human CYP2C19; CYP2C19 Supersomes, luciferin-H EGE luminescence, 30 min; inhibition, % at 5 µM; hit rate 21% among 96,000; AID 778;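 active = CYP2C19 inhibition above a set limit at 5 µM in the primary screen, cut at about 50% in these data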;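 also: plate controls were negative control wells for no effect and 2.5 mM tranylcypromine positive control for full effect; values of inactives mirror those of a sister screen read the other way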
VCAM1 TNFa inh – reduces TNF alpha induced VCAM1 expression in HUVEC | HUVEC TNFa-induced VCAM-1 immunofluorescence, high-content imaging | inhibition, % at 2 µM | hit rate 0.48% among 95,000;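 active = inhibition above the batch mean plus 3 SD, with images confirmed as a hit by eye, cut at about 37% in these data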;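 also: 0% = TNF-stimulated DMSO wells and 100% = unstimulated control wells; not every result past the cut was called active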
Candida biofilm – kills Candida albicans biofilms; C. albicans biofilm + clotrimazole, Alamar Blue; inhibition, % at 6 µM; hit rate 0.14% among 85,000;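 active = inhibition above 20%; inactive = inhibition below 20%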;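 also: preformed 24 hr biofilms exposed to compound for 48 hr; 0% = biofilm without compound and 100% = blank killed by clotrimazole plus chlorhexidine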
CYP2C9 inhib – human CYP2C9 inhibition; P11712; CYP2C9 Supersomes, luciferin-H conversion, luminescence; AID 777; inhibition, % at 5 µM; hit rate 20% among 96,000;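 active = blocking of liver enzyme CYP2C9 beyond about 50% at 5 µM, limit read from the data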; also: values of inactives mirror those of a sister screen read the other way
CYP2C19 activ – activators of human cytochrome P450 2C19 | P33261 | recombinant CYP2C19, luciferin-H EGE luminescence; hits give high values; 0 = fully inhibited enzyme, 1 = untreated enzyme | activation factor at 5 µM | 96,000 tested, under 10 active | AID 1025;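 active = activation factor of at least 2 at 5 µM in the primary screen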;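 also: 0 = wells with 2.5 mM tranylcypromine and 1 = vehicle-only wells; values of inactives mirror those of a sister screen read the other way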
hDAT+cocaine – human DAT dopamine uptake with cocaine, either direction | AID 449768 | hit rate 1.3% among 110,000 | Q01959 | LLC-PK1 hDAT cells, [14C]-dopamine uptake with cocaine IC80; actives deviate in either direction | B-score at 10 µM;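 active = Z score or B-score, a plate-position-corrected score, falls beyond the plate's 99.7% confidence bounds, in either direction; inactive = both scores lie inside the 99.7% bounds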;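 also: scored against the spread of the other compound wells on the same plate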
Target sequence (Q01959 whole entry, looked up): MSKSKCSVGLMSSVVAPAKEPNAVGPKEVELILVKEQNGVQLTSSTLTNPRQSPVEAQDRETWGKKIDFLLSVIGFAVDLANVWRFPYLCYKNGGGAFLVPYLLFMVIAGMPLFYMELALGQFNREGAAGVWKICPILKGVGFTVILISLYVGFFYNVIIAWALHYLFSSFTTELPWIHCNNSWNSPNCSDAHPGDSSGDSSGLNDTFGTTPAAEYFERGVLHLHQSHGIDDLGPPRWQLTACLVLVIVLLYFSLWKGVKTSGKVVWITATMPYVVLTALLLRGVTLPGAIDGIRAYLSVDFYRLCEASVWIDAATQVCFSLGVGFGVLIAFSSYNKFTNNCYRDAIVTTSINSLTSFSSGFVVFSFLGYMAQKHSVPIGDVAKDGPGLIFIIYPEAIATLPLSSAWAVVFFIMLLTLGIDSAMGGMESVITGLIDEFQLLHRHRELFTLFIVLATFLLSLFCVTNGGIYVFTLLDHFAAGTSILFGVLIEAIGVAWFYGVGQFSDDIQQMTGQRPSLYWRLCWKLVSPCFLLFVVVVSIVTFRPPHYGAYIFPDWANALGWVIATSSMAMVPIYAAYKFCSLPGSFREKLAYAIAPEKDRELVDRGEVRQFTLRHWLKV
IL1B cytotox – HUVEC cytotoxicity counter-screen, IL-1B stimulated; AID 845; HUVEC cell count loss, Hoechst imaging; cell count reduction, % at 2 µM; hit rate 0.41% among 94,000;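 active = cell count reduction more than 3 SD above the screen-wide mean, cut at about 70% in these data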;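 also: normalized per plate to untreated control cells as the no-loss baseline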
HUVEC tox TNFa – HUVEC cytotoxicity counter-screen, TNF alpha stimulated | HUVEC TNFalpha-stimulated, Hoechst cell count, imaging | cell count reduction, % at 2 µM | hit rate 0.17% among 93,000 | AID 848;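 active = cell count reduction exceeding the screen mean by over 5 SD, scaled to untreated wells per plate, cut at about 78% in these data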;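 also: cells counted after 24 h of TNF alpha exposure following the 1 h pretreatment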
CYP2C9 act – increases human cytochrome P450 2C9 activity. recombinant CYP2C9, luciferin-H conversion, luminescence; hits give high values; factor 1 = untreated enzyme, 0 = blocked. activation factor at 5 µM. hit rate 1.4% among 96,000. AID 1024;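 active = activation factor of 2 or more for CYP2C9 at a 5 µM dose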;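 also: 0 = sulfaphenazole-blocked wells and 1 = vehicle-only wells; values of inactives mirror those of a sister screen read the other way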
* hit, by the source's call.

How did Clc1ccc(COn2c(-c3ccccc3)nc3ccccc32)cc1 do in these assays?
CYP2C19 inhib: 38.3; VCAM1 TNFa inh: -29.6; CYP2C9 inhib: 11.3; CYP2C19 activ: 0.6; hDAT+cocaine: 0.705; IL1B cytotox: -92.9; HUVEC tox TNFa: -3.4; CYP2C9 act: 0.9

What do the screens show for `CCSC1(SCC)N=C(N)C2(C#N)C(c3ccccc3)NC(C)=CC12C#N` (stereo unspecified)?
CYP2C19 inhib: 16.1; VCAM1 TNFa inh: -1.1; Candida biofilm: -5.0; CYP2C9 inhib: 6.1; CYP2C19 activ: 0.8; hDAT+cocaine: 0.758; IL1B cytotox: 0.0; HUVEC tox TNFa: -42.1; CYP2C9 act: 0.9

What do the screens show for `CC(=O)N1CCN(CCN(CC2C(C)C=C(C)CC2C)C(C)=O)CC1` (stereo unspecified)?
CYP2C19 inhib: 2.7; VCAM1 TNFa inh: 9.8; Candida biofilm: 11.9; CYP2C9 inhib: -2.2; CYP2C19 activ: 1; hDAT+cocaine: 0.235; IL1B cytotox: -19.3; HUVEC tox TNFa: 0.8; CYP2C9 act: 1

Results for COc1ccc(-n2c(=O)cc(N3CCN(Cc4ccccc4)CC3)[nH]c2=O)cc1 ?
VCAM1 TNFa inh: 4.8; Candida biofilm: 4.4; hDAT+cocaine: -0.124; IL1B cytotox: 10.3; HUVEC tox TNFa: -14.0

How did CCOC(=O)/C(C#N)=C\c1c(C)cc(C)c(COC(C)=O)c1C do in these assays?
VCAM1 TNFa inh: 4.6; Candida biofilm: 5.5; hDAT+cocaine: 0.178; IL1B cytotox: 6.2; HUVEC tox TNFa: -6.0

How did CCOc1ccc(-n2c(SCC(=O)Nc3ccccc3C)n[nH]c2=O)cc1 do in these assays?
CYP2C19 inhib: 20.5; VCAM1 TNFa inh: 8.8; Candida biofilm: 7.5; CYP2C9 inhib: -23.9; CYP2C19 activ: 0.8; hDAT+cocaine: -0.085; IL1B cytotox: 2.4; HUVEC tox TNFa: -4.0; CYP2C9 act: 1.2

What do the screens show for `CCOC(=O)C1=C(C)NC(=S)N(C(C)=O)C1c1ccc(Cl)cc1` (stereo unspecified)?
VCAM1 TNFa inh: 9.2; Candida biofilm: 2.8; hDAT+cocaine: 0.0534; IL1B cytotox: -25.6; HUVEC tox TNFa: -1.9

How did Cc1ccc2cc(CN(CCCN(C)C)C(=O)NCc3ccccc3)c(=O)[nH]c2c1C do in these assays?
CYP2C19 inhib: -3.2; VCAM1 TNFa inh: -5.9; Candida biofilm: 9.3; CYP2C9 inhib: 8.0; CYP2C19 activ: 1; hDAT+cocaine: 0.394; IL1B cytotox: -21.6; HUVEC tox TNFa: -36.0; CYP2C9 act: 0.9

How did CCOC(=O)c1c(C)[nH]c(C(=O)COC(=O)CNC(=O)C2CCCCC2)c1C do in these assays?
CYP2C19 inhib: 12.6; VCAM1 TNFa inh: 12.9; Candida biofilm: 5.8; CYP2C9 inhib: 37.1; CYP2C19 activ: 0.9; hDAT+cocaine: -0.355; IL1B cytotox: -23.0; HUVEC tox TNFa: -1.2; CYP2C9 act: 0.6

How did Cc1ccc(C(=O)CSc2nc3ccccc3o2)cc1 do in these assays?
CYP2C19 inhib: 24.8; VCAM1 TNFa inh: -0.1; Candida biofilm: -1.7; CYP2C9 inhib: 7.5; CYP2C19 activ: 0.8; hDAT+cocaine: -0.49; IL1B cytotox: -7.6; HUVEC tox TNFa: 2.9; CYP2C9 act: 0.9

Results for Cc1ccc(N2C(=O)CC(Sc3nc4ccccc4o3)C2=O)cc1Cl (stereo unspecified) ?
CYP2C19 inhib: 33.3; VCAM1 TNFa inh: 1.2; CYP2C9 inhib: 16.7; CYP2C19 activ: 0.7; hDAT+cocaine: -7.16*; IL1B cytotox: 2.5; HUVEC tox TNFa: -18.3; CYP2C9 act: 0.8

Results for O=C(CN1CCOc2ccccc21)NC1CCCCCCC1 ?
VCAM1 TNFa inh: -15.9; Candida biofilm: 8.2; hDAT+cocaine: 1.46; IL1B cytotox: -3.9; HUVEC tox TNFa: 12.4

How did CN(CC(=O)Nc1ccc(F)c(Cl)c1)S(=O)(=O)c1cccc2nsnc12 do in these assays?
VCAM1 TNFa inh: -20.5; Candida biofilm: 1.1; hDAT+cocaine: -1.44; IL1B cytotox: 7.6; HUVEC tox TNFa: -10.5

What do the screens show for `Cc1ccccc1-n1c(=O)cc(NCc2ccc3c(c2)OCO3)[nH]c1=O`?
CYP2C19 inhib: 12.8; VCAM1 TNFa inh: 0.6; Candida biofilm: 1.7; CYP2C9 inhib: 12.4; CYP2C19 activ: 0.9; hDAT+cocaine: -0.00255; IL1B cytotox: -1.5; HUVEC tox TNFa: 17.1; CYP2C9 act: 0.9

Results for CCn1c(CNC(=O)COc2ccc(C(C)C)cc2)nnc1SCC(=O)Nc1ccc(F)cc1 ?
CYP2C19 inhib: -1.8; VCAM1 TNFa inh: -2.1; CYP2C9 inhib: 18.6; CYP2C19 activ: 1; hDAT+cocaine: -0.308; IL1B cytotox: 10.0; HUVEC tox TNFa: -18.7; CYP2C9 act: 0.8

How did COc1ccc(Cl)cc1NC(=O)CSc1nncn1-c1cccnc1 do in these assays?
CYP2C19 inhib: 93.8*; VCAM1 TNFa inh: 0.6; Candida biofilm: 7.7; CYP2C9 inhib: 33.9; CYP2C19 activ: 0.1; hDAT+cocaine: 0.832; IL1B cytotox: -5.0; HUVEC tox TNFa: -24.7; CYP2C9 act: 0.7

How did CC(C)C(=O)Nc1ccc2c(c1)oc1ccccc12 do in these assays?
CYP2C19 inhib: 13.2; VCAM1 TNFa inh: -4.1; Candida biofilm: 9.6; CYP2C9 inhib: 1.8; CYP2C19 activ: 0.9; hDAT+cocaine: 1.36; IL1B cytotox: 4.1; HUVEC tox TNFa: -26.3; CYP2C9 act: 1

How did CC(=O)CSc1nnc(-c2ccncc2)n1C do in these assays?
CYP2C19 inhib: 41.7; VCAM1 TNFa inh: 3.1; CYP2C9 inhib: 8.1; CYP2C19 activ: 0.6; hDAT+cocaine: 0.412; IL1B cytotox: 0.3; HUVEC tox TNFa: -7.3; CYP2C9 act: 0.9

What do the screens show for `CCC(C)NC(=O)NC1C(NC(=O)NC(C)CC)N(C)C(=O)N1C` (stereo unspecified)?
CYP2C19 inhib: -22.8; VCAM1 TNFa inh: -5.3; CYP2C9 inhib: -13.7; CYP2C19 activ: 1.2; hDAT+cocaine: -1.82; IL1B cytotox: -10.8; HUVEC tox TNFa: -21.8; CYP2C9 act: 1.1

What do the screens show for `CCOc1ccccc1C1NC(=O)NC(C)=C1C(=O)OC1CCCCC1` (stereo unspecified)?
CYP2C19 inhib: -3.1; VCAM1 TNFa inh: 23.0; Candida biofilm: 9.3; CYP2C9 inhib: 9.3; CYP2C19 activ: 1; hDAT+cocaine: 0.488; HUVEC tox TNFa: -8.3; CYP2C9 act: 0.9

How did CCN(CC)CCNC(=O)c1ccc(N2CCCCC2)c(NS(=O)(=O)c2ccc(C)cc2)c1 do in these assays?
CYP2C19 inhib: 46.0; VCAM1 TNFa inh: 4.8; Candida biofilm: 10.0; CYP2C9 inhib: 42.0; CYP2C19 activ: 0.5; hDAT+cocaine: -0.0607; IL1B cytotox: -0.7; HUVEC tox TNFa: -15.9; CYP2C9 act: 0.6

Results for C=CCNC(=O)CSc1nc2sc(C)c(C)c2c(=O)[nH]1 ?
CYP2C19 inhib: 14.3; VCAM1 TNFa inh: 2.8; Candida biofilm: -0.5; CYP2C9 inhib: 58.1*; CYP2C19 activ: 0.9; hDAT+cocaine: -1.29; IL1B cytotox: 25.5; HUVEC tox TNFa: -3.9; CYP2C9 act: 0.4

How did O=C1CCC(=O)N1c1ccccc1-c1ccccc1 do in these assays?
CYP2C19 inhib: -8.5; VCAM1 TNFa inh: -0.9; Candida biofilm: 1.9; CYP2C9 inhib: -1.2; CYP2C19 activ: 1.1; hDAT+cocaine: -0.516; IL1B cytotox: -19.3; HUVEC tox TNFa: -34.4; CYP2C9 act: 1

What do the screens show for `CCCNC(=O)C1CCN(S(=O)(=O)c2ccc3nc4c(c(C(=O)O)c3c2)CCCCC4)CC1`?
CYP2C19 inhib: -4.5; VCAM1 TNFa inh: 16.5; Candida biofilm: 3.1; CYP2C9 inhib: 0.7; CYP2C19 activ: 1; hDAT+cocaine: -0.00981; IL1B cytotox: -17.8; HUVEC tox TNFa: 2.3; CYP2C9 act: 1

Results for N/C(=N\O)C1COc2ccccc2O1 (stereo unspecified) ?
CYP2C19 inhib: 0.4; VCAM1 TNFa inh: 3.0; Candida biofilm: 10.7; CYP2C9 inhib: 3.6; CYP2C19 activ: 1; hDAT+cocaine: -0.977; IL1B cytotox: 13.8; HUVEC tox TNFa: -3.3; CYP2C9 act: 1

What do the screens show for `COc1cccc(-n2nnc3c(=O)n(CC(=O)N4CCCc5ccccc54)cnc32)c1`?
CYP2C19 inhib: -6.4; VCAM1 TNFa inh: -4.8; Candida biofilm: -2.0; CYP2C9 inhib: -7.3; CYP2C19 activ: 1.1; hDAT+cocaine: 0.791; IL1B cytotox: -9.6; HUVEC tox TNFa: -14.9; CYP2C9 act: 1.1

What do the screens show for `CCN(CC)c1ccc(NC(=O)CSc2nnc(N)s2)cc1C`?
CYP2C19 inhib: -2.1; VCAM1 TNFa inh: 14.5; Candida biofilm: -2.7; CYP2C9 inhib: 0.8; CYP2C19 activ: 1; hDAT+cocaine: 0.00708; IL1B cytotox: 2.2; HUVEC tox TNFa: -28.5; CYP2C9 act: 1

Results for COc1cc(OC)c(C(=O)Nc2ccc(N(C)C)cc2)cc1OC ?
CYP2C19 inhib: -11.0; VCAM1 TNFa inh: 6.5; Candida biofilm: 9.9; CYP2C9 inhib: 33.3; CYP2C19 activ: 1.1; hDAT+cocaine: 0.0164; IL1B cytotox: -23.6; HUVEC tox TNFa: -23.1; CYP2C9 act: 0.7

How did O=C(CN1CCC(NC(=O)c2ccco2)CC1)Nc1cccc2ccccc12 do in these assays?
VCAM1 TNFa inh: -11.9; Candida biofilm: -3.4; hDAT+cocaine: -0.327; IL1B cytotox: -3.5; HUVEC tox TNFa: -12.7

How did CCCOP(=O)(OCCC)C(Nc1ccc(C(C)C)cc1)c1ccc([N+](=O)[O-])cc1 (stereo unspecified) do in these assays?
CYP2C19 inhib: 1.9; VCAM1 TNFa inh: -3.7; CYP2C9 inhib: 10.2; CYP2C19 activ: 1; IL1B cytotox: 27.5; HUVEC tox TNFa: 0.4; CYP2C9 act: 0.9

Results for O=C(Nc1ccccc1-c1nnn(CC(=O)N2CCCc3ccccc32)n1)c1ccc(Cl)cc1 ?
VCAM1 TNFa inh: -14.1; Candida biofilm: 3.0; hDAT+cocaine: 0.322; IL1B cytotox: -2.5; HUVEC tox TNFa: 0.0

Results for CC(COc1cccc2ccccc12)CN1CCN(C)CC1 (stereo unspecified) ?
CYP2C19 inhib: 42.7; Candida biofilm: 4.5; CYP2C9 inhib: -33.5; CYP2C19 activ: 0.6; hDAT+cocaine: -0.699; CYP2C9 act: 1.3

How did COCCOC(=O)c1sc(=S)n(CCOC)c1N do in these assays?
CYP2C19 inhib: 47.6; VCAM1 TNFa inh: -1.1; CYP2C9 inhib: 1.0; CYP2C19 activ: 0.5; IL1B cytotox: -12.9; HUVEC tox TNFa: -29.0; CYP2C9 act: 1
